# Tn6 DDE FP: disrupts Tn6 cyclic peptide binding to fibrin D-Dimer-E complex. P02675. Fibrin DD(E) TRITC-Tn6 fluorescence polarization displacement. inhibition, % at 8.3 µM. 0.21% of 370,000 active. AID 720509;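 active = inhibition above a per-campaign cutoff: mean of compounds within control limits plus 3 SD, cut at about 15% in these data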;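 also: 0% = median of all compound wells on the plate and 100% = blocking peptide control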
# ARFGAP1 inh: inhibitors of rat ARFGAP1. Arfgap1-stimulated ARF1 GTP hydrolysis, GDP FP detection. inhibition, % at 16.5 µM. 0.26% of 360,000 active. AID 651572;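 active = inhibition above a per-plate limit, mean inhibition of low control wells plus 3 SD, cut at about 25% in these data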;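 also: 0% = DMSO wells with enzyme and 100% = wells lacking Arfgap1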
#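 System: truncated rat Arfgap1 GAP domain / Medium: HEPES-based buffer, pH 7.5 / Also added: N-terminally truncated human ARF1-GTP substrate / Incubation: enzyme reaction 120 min at 25 °C after 20 min preincubation / Measured by: FP of antibody-bound GDP Alexa 633 tracer, ex 620/em 688 nm / Replicates: singlicate, each compound tested once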
# DDE Tn7 FP inh: DD(E)-Tn7 binding inhibition, primary FP screen. P02675. FP displacement of FITC-Tn7 peptide from fibrin DD(E); 0% = median of compound wells per plate. inhibition, % at 8.3 µM. 0.13% of 370,000 active. AID 720508;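 active = inhibition above the mean of compounds falling within the control limits plus 3 SD of them, cut at about 14% in these data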;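 also: 0% = plate median of compound wells and 100% = 10 µM Aha-Tn7 peptide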
#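 Also added: labelled Tn7 tracer, 0.1 µM; Assay system: human fibrin DD(E) protein; Amount: 2 µM fibrin DD(E); Schedule: 10 min compound pre-incubation, 3 h probe incubation at room temperature; Repeats: one replicate per compound; Read-out basis: percent inhibition; Measured by: fluorescence polarization of the labelled Tn7 tracer.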
# proKLK7 act: activators of human kallikrein-7 zymogen. P49862. purified proKLK7, EDANS-DABCYL substrate fluorescence; 100% is mature enzyme control, 0% vehicle. activation, % at 7 µM. 0.9% of 370,000 active. AID 652039;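 active = activation above the mean of all tested compounds plus 3 SD, computed per campaign excluding outliers beyond control limits, cut at about 13% in these data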
# MBD2 inh: MBD2-methylated oligo binding inhibition. Q9UBB5. TR-FRET, MBD2 binding to methylated oligonucleotide. inhibition, % at 4.4 µM. 0.31% of 370,000 active. AID 686964; in the data active = inhibition above about 13%
# UHRF1 MBD2 ctr: UHRF1 methyl-DNA binding inhibition | Q96T88 | UHRF1 binding to methylated oligo, TR-FRET | inhibition, % at 4.4 µM | 0.75% of 370,000 active; in the data active = inhibition above about 21%;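 also: UHRF1 SRA domain binding a hemimethylated CpG hairpin DNA probe; 0% = median of test compound wells and 100% = reference inhibitor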
# ADAM17 inh: inhibits human ADAM17; P78536; recombinant ADAM17, EDANS/DABCYL FRET peptide cleavage; inhibition, % at 6.95 µM; 0.83% of 370,000 active;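 active = inhibition above the mean of compounds lying between control limits plus 3 SD, set per campaign, cut at about 8.5% in these data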;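 also: 0% = DMSO-only wells as the low control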
# PLC-gamma1 inh: inhibitors of human phospholipase C gamma1 | P19174 | purified PLC-gamma1, fluorogenic substrate, fluorescence | inhibition, % at 12.2 µM | 0.84% of 370,000 active; in the data active = inhibition above about 9.5%
# Target sequence (P19174 whole entry, looked up): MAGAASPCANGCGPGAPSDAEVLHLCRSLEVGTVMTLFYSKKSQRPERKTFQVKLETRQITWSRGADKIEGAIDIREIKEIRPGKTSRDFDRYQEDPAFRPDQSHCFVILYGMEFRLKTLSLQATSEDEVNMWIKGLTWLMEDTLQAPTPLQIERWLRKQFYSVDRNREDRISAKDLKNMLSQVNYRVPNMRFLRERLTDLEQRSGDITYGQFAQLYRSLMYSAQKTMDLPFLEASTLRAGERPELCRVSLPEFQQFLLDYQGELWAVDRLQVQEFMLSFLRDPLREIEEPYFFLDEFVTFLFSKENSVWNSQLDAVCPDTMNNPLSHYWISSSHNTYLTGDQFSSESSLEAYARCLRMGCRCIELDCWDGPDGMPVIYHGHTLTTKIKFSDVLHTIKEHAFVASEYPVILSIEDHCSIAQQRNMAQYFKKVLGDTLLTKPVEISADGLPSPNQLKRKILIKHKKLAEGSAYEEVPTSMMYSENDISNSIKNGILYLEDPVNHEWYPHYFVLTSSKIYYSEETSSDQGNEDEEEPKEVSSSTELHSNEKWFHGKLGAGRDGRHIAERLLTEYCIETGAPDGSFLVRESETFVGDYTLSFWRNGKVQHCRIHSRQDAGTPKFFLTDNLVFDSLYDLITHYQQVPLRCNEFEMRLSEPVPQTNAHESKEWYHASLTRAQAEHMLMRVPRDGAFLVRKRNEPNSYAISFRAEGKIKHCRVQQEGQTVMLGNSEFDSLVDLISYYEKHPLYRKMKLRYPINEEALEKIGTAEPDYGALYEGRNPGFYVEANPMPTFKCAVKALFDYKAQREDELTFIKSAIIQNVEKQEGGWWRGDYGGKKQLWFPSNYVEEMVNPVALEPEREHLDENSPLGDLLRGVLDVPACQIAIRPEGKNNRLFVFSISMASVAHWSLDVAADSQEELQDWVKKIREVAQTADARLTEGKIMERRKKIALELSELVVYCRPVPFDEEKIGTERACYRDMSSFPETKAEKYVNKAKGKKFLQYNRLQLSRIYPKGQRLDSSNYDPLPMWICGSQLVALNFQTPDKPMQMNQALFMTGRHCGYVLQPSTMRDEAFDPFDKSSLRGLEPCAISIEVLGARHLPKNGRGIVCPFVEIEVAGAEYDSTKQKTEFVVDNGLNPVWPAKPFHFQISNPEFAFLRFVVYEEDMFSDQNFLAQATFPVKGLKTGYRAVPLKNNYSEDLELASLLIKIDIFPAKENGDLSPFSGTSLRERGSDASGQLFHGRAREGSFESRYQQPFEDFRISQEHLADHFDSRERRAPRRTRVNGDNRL
# PLCb3 inh: blocks human PLC-beta3 enzyme activity | inhibition, % at 12.2 µM | Q01970 | 0.18% of 370,000 active | AID 720704 | Purified PLC-beta3, fluorogenic substrate, fluorescence; in the data active = inhibition above about 11%;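 also: 0% = median of compound wells on plate and 100% = full blocker control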
# ASAP1 GAP inh: blocks human ASAP1-stimulated Arf1 GTP hydrolysis | Q9ULH1 | GDP FP detection | inhibition, % at 16.5 µM | 0.19% of 360,000 active; in the data active = inhibition above about 25%;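 also: 0% = vehicle with enzyme and substrate and 100% = no enzyme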
# An asterisk follows results filed as active; i = inactive; . = not tested or not shown.
canonical_smiles,Tn6 DDE FP,ARFGAP1 inh,DDE Tn7 FP inh,proKLK7 act,MBD2 inh,UHRF1 MBD2 ctr,ADAM17 inh,PLC-gamma1 inh,PLCb3 inh,ASAP1 GAP inh
CC(C)CC(NS(=O)(=O)c1ccc2c(c1)oc(=O)n2C)C(=O)N1CC=C(c2ccccc2)CC1 (stereo unspecified),-6,12,4,-0.1,-1,0,-1,0,-6,5
COc1ccc(Cl)cc1C(=O)Nc1ccc2c(c1)OCCO2,-6,5,-8,0.1,-3,2,4,4,-1,9
CCc1ccc(C(O)c2ncc(-c3ccc(Cl)cc3)[nH]2)cc1 (stereo unspecified),-3,-2,8,0.1,2,-1,1,-1,0,-15
COC(=O)c1cn(NC(=O)CCC2CCCC2)c(=O)c2ccccc12,1,-5,1,-1.8,5,2,-5,-5,-6,9
O=C(NNc1ccccn1)c1ccccc1CC[N+](=O)[O-],5,6,2,-0.2,-4,-13,0,-66,-73,2
COc1cccc(NC(=O)C(OC(=O)c2ccccc2NS(=O)(=O)c2cccs2)c2ccccc2)c1 (stereo unspecified),-11,9,-1,-9.7,6,2,8,-63,-68,16
O=C(CCC1CCCC1)NCCS(=O)(=O)N1CCN(c2ccc(F)cc2)CC1,10,9,0,0.1,-1,2,-5,0,-5,8
Cc1cccc(-n2nnc(C(=O)NCc3ccccn3)c2N)c1,3,7,5,-0.7,8,4,-4,0,1,1
Cc1ccc(NC(=O)CCc2ccc(S(=O)(=O)N3CCOCC3)cc2)c(C)c1,1,14,-2,-0.2,-2,4,1,5,0,6
C(=Nc1ccc(N2CCOCC2)cc1)c1c[nH]c2ccccc12,0,7,-2,-0.1,-8,-2,-8,-26,-29,-7
CCCCN1C(=O)c2ccc(C(=O)NC3=NCCS3)cc2C1=O,-4,9,2,-0.3,5,0,1,2,-1,-6
CS(=O)(=O)N(CC(=O)N1CCCC1)c1ccc2c(c1)OCCO2,0,-10,9,-0.2,-1,-1,-2,-5,1,-7
O=[N+]([O-])c1ccc(/C=N/n2c(-c3ccccc3)n[nH]c2=S)cc1,-10,-11,-2,-0.1,5,1,-4,-1,-10,-12
CN(C)C(=O)C(CCN1CCC(O)(c2ccc(Cl)cc2)CC1)(c1ccccc1)c1ccccc1,-1,-6,-5,0.3,-7,-1,1,5,6,-8
O=C(CSc1nc2ccccc2s1)N1CCCCC1,5,6,-2,-0.7,-5,42*,-1,1,1,7
CC(=O)c1ccc(NC(=O)c2ccc3nc(C)sc3c2)cc1,0,13,2,1.0,4,2,-5,-3,-11,7
CCCN1CCN(CCCNC(=O)Cn2nc(-c3ccccc3)ccc2=O)CC1,-3,23,1,0.7,8,1,-6,0,-2,11
O=C1c2ccccc2C2(c3cc(C(F)(F)F)cc(C(F)(F)F)c3)NCCN12 (stereo unspecified),0,8,-1,-0.4,5,2,0,1,-7,3
O=C(/C=C/c1ccccc1Cl)OCC(=O)N1CCCC1,8,-1,5,-0.8,0,-3,0,4,-1,3
CCOC(=O)Cc1csc(NC(=O)CSc2ncnc3c2cnn3-c2ccccc2Cl)n1,1,35*,0,0.6,-2,0,8,3,1,0
O=C(COC(=O)Cn1cnc2ccccc21)NCCc1ccccc1,1,8,0,-0.7,1,2,-3,-1,3,-5
Cc1cccc(OP(=O)(Nc2c(C)n(C)n(-c3ccccc3)c2=O)Oc2cccc(C)c2)c1,3,6,-4,0.2,4,4,-2,0,-51,-4
CCN(CC)c1ccc(NC(=O)CN2CCN(CC(=O)Nc3ccc(F)cc3)CC2)cc1,3,-18,11,0.8,-4,-2,-1,1,3,-4
C=CCn1c(SCC(=O)Nc2ccccc2C)nc2sc(C)c(C)c2c1=O,1,-2,3,-0.5,0,0,-2,2,1,9
O=C(/C=C/c1ccccc1O)c1ccc(Cl)cc1,-5,-3,-6,0.5,3,2,10.0*,0,0,-5
COc1ccc(CCNS(=O)(=O)c2ccc3c(c2)CCCC3)cc1OC,-4,-12,-4,0.0,4,2,0,4,-3,-11
N#CC(c1cccc(Cl)c1)c1ccc2c(C(F)(F)F)cc(C(F)(F)F)nc2n1 (stereo unspecified),-5,1,-1,-0.4,1,0,-3,3,3,-4
CN(C)C(=O)c1ccc(NC(=O)COC(=O)c2cc(S(=O)(=O)N(C)C)ccc2N2CCCC2)cc1,-1,5,-11,-0.5,-3,4,5,7,7,9
CCN(CC)CCCNC(=O)c1ccccc1C,6,3,0,0.3,-1,18,-5,1,-3,-11
N#Cc1cccc(Cn2nnc(-c3ccccc3)n2)c1,1,9,0,0.5,-1,15,0,2,0,-7
Cc1ccc(S(=O)(=O)CCC(=O)OCC(=O)N2CCN(c3ccccc3)CC2)cc1,-2,4,1,0.5,-4,1,0,0,-1,-9
COc1cc(-c2nnc(SCC(=O)NN=Cc3c[nH]c4ccccc34)n2-c2ccccc2)cc(OC)c1OC,6,.,12,0.3,-3,1,6,0,2,.
CCN(C(=O)COC(=O)c1cncc(Br)c1)C1CCS(=O)(=O)C1 (stereo unspecified),5,14,-2,-0.2,1,-2,1,-3,-4,-9
CCCC(=O)NC(Nc1ccccc1OC)C(Cl)(Cl)Cl (stereo unspecified),-3,7,0,0.0,7,2,-2,-1,4,1
O=c1c(C/C=C/c2ccccc2)c(O)ccn1Cc1ccc(Cl)cc1Cl,-3,4,-2,-0.7,-1,2,-2,-1,2,5
S=C(NCc1ccco1)NCc1ccccc1Cl,5,1,7,-0.5,-2,-2,-4,-5,-17,-17
COc1ccc(-c2cc(C(=O)NC3CC3)c3ccccc3n2)cc1,0,-15,-4,42*,0,-3,-133,i,i,0
CCc1sc(C(=O)NCCCn2ccnc2)cc1Br,-3,11,0,-0.6,0,-2,-2,2,-2,-7
COc1ccccc1CC1(C)NC(=O)N(CC(=O)N2CC(C)OC(C)C2)C1=O (stereo unspecified),-2,-1,-1,-0.3,4,2,2,1,1,4
CC(=O)N/C(=C/c1ccc2c(c1)OCO2)C(=O)NCCO,-4,12,1,0.0,-7,-2,-6,1,-3,-2
Cc1occc1C(=O)N(C)CC1CCCN(CCc2ccc(Cl)cc2)C1 (stereo unspecified),-1,0,-2,0.4,-5,3,0,1,1,-13
CC(=O)c1cccc(NC(=O)C2CCCCC2)c1,-2,5,-8,0.0,1,2,-1,2,1,1
COC(=O)c1cc2c(cc1N)OCCO2,9,6,6,-0.1,-3,-4,-16,-25,-34,1
COc1cc(NC(=O)Cn2cnc3ccccc3c2=O)c(OC)cc1Cl,2,-8,0,0.0,-1,0,0,0,1,-2
COc1cc(CN2CC(=O)N(c3ccc(C)c(Cl)c3)C2=S)cc(OC)c1OC,4,-2,-7,-0.1,0,-1,2,3,-5,2
COC(=O)c1cc(C(=O)OC)cc(N2C(=O)CC(Sc3nc(C)cc(C)n3)C2=O)c1 (stereo unspecified),8,-6,-8,0.3,1,0,2,3,5,3
CC(C)(C)c1csc(NC(=O)CSc2nc3ccccc3c(=O)[nH]2)n1,-2,0,-1,-0.5,7,-8,-7,-1,-8,1
CCCCN(CC)CCCNC(=O)C1c2ccccc2C(=O)N(C)C1c1cn(C)c2ccccc12 (stereo unspecified),6,5,5,-0.3,1,1,-4,-3,0,0
O=C(CSCc1nc2c(nnn2Cc2ccc(F)cc2)c(=O)[nH]1)Nc1cccc(C(F)(F)F)c1,-3,-2,-2,-0.7,-3,-1,1,-4,0,-13
O=[N+]([O-])c1cc(Cl)ccc1N1CCCCC1,-5,-1,6,-0.2,-3,5,-4,2,-3,-5
CCOc1cc(N2CCOCC2)c(OCC)cc1NC(=O)CN1CCSC1=O,3,-5,-3,0.2,3,-1,-7,1,0,-15
CCOC(=O)c1cc2c(=O)n3ccccc3nc2n(CCOC)c1=NC(=O)C(C)(C)C,5,7,1,13,-3,-1,-166,-115,-128,-7
Cc1ccc(S(=O)(=O)NCc2ccc(C(=O)NCCc3ccc(S(N)(=O)=O)cc3)cc2)cc1,-5,2,0,-0.1,-5,4,3,7,0,14
O=C(N/N=C/c1cccc(Cl)c1)C1CCCC1,5,-19,1,-1.0,-1,-1,0,-1,-5,-6
COc1ccc(NS(=O)(=O)c2cccs2)c(OC)c1,0,5,0,-0.1,3,7,-1,6,3,14
CC(=O)Nc1ccc(NC(=O)COc2cccc3ccccc23)cc1,-6,11,0,-0.2,-3,1,1,-1,2,21
O=C(NCc1nc2ccccc2[nH]1)C1=C[C@H](c2ccc(C(F)(F)F)cc2)C[C@H](OCc2ccc(CO)cc2)O1,-2,-2,-4,0.2,-1,-2,3,-1,-3,8
Cc1ccc(NC(=S)N(Cc2ccc(Br)cc2)Cc2ccc(C(=O)O)cc2)cc1C,-9,-6,2,0.3,2,-1,4,3,7,7
COc1ccc(CCNc2ccncn2)cc1,-6,8,0,0.1,-3,-2,-4,-1,3,8
CCSc1nnc(NC(=O)CSc2nc3c(c(=O)n2CCOC)SC(C)C3)s1 (stereo unspecified),-7,-8,-9,0.5,2,-3,1,0,3,3

# (listing goes on)
canonical_smiles,Tn6 DDE FP,ARFGAP1 inh,DDE Tn7 FP inh,proKLK7 act,MBD2 inh,UHRF1 MBD2 ctr,ADAM17 inh,PLC-gamma1 inh,PLCb3 inh,ASAP1 GAP inh
Cc1ccccc1N=Nc1c(N)n[nH]c1N,-4,12,0,-0.4,-4,-7,2,4,2,0
Nc1ccc(C(=O)n2c3ccccc3c3ccccc32)cc1,2,-3,4,0.1,-3,0,7,-18,-36,-9
O=C(N/N=C/C1CCCCC1)c1ccccn1,1,-6,1,1.4,1,1,-7,0,2,-3
Cc1cccc(C)c1OCC(O)CN1CCN(c2ccccn2)CC1 (stereo unspecified),-1,1,3,-0.6,-1,-2,-3,3,-2,-3
CCN(CCO)C(=O)C12CCC(C)(C(=O)C1)C2(C)C (stereo unspecified),3,4,3,0.0,3,-1,-1,3,1,8
Cc1nn(C)c(C)c1CNC(=O)c1nn2c(c1Cl)NC(c1cccs1)CC2C(F)(F)F (stereo unspecified),2,1,7,0.4,-1,-2,-1,0,2,-5
CC1(C)Cc2c(cnn2-c2ccc(F)cc2)C(NC(=O)c2ccoc2)C1 (stereo unspecified),0,-1,-4,0.2,2,1,-1,-2,-3,-16

# Record cards (already shown). Order of screens: Tn6 DDE FP, ARFGAP1 inh, DDE Tn7 FP inh, proKLK7 act, MBD2 inh, UHRF1 MBD2 ctr, ADAM17 inh, PLC-gamma1 inh, PLCb3 inh, ASAP1 GAP inh
# Profile of Cc1ccccc1N=Nc1c(N)n[nH]c1N → -4, 12, 0, -0.4, -4, -7, 2, 4, 2, 0
# Profile of CC1(C)Cc2c(cnn2-c2ccc(F)cc2)C(NC(=O)c2ccoc2)C1 (stereo unspecified) → 0, -1, -4, 0.2, 2, 1, -1, -2, -3, -16
# Profile of CCN(CCO)C(=O)C12CCC(C)(C(=O)C1)C2(C)C (stereo unspecified) → 3, 4, 3, 0.0, 3, -1, -1, 3, 1, 8

# Source: PubChem BioAssay
